FLuc modulator: inhibits or activates purified firefly luciferase, miR-21 counter-screen. AID 588342. purified FLuc, Km substrates, luminescence inhibition. P08659. Potency, µM (doses to about 57.5 µM), without a hit: top-dose activity change, negative = inhibition, usual class: inhibitors. 6.9% of 360,000 active;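 note: potency is the fitted concentration of half-maximal effect; plate controls were vehicle for no effect and reference inhibitor for full effect; nearly all actives have a fitted effect of over 55% in size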
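Biochemical qHTS of compounds, final roughly 60 µM downward over six points, against 10 nM purified firefly luciferase using Km concentrations of substrates (10 uM D-luciferin, 10 uM ATP) in Tris acetate pH 7.5 buffer; luminescence output.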
ELG1 genotoxic: induces genotoxicity in HEK293T cells with luciferase-tagged ELG1 | 1.3% of 330,000 active | Potency, µM (titrated, usually from 46 µM), for the others: at the highest dose activity change, positive = activation, hits mostly activators | HEK293T ELG1-luciferase reporter, luminescence, 16 h; note: potency is the fitted concentration of half-maximal effect; % of control where 0% means no effect; nearly all actives have a fitted effect of over 60% in size
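Screening used a luciferase reporter fused to human ELG1 in HEK293T cells. Luminescence was read on a CCD plate imager after 16 hr exposure and 30 min ONE-Glo incubation.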
Tb PFK block: T. brucei PFK enzyme inhibition; O15648; T. brucei PFK, ADP-Glo luminescence; Potency, µM (highest dose often 57.5 µM), for inactives: at the highest dose activity, negative = inhibition, most hits filed as inhibitors; 0.17% of 330,000 active; AID 485367;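 note: potency is the fitted concentration of half-maximal effect; 0% = uninhibited 1x PFK enzyme wells and -100% = no-enzyme wells; nearly all actives have a fitted effect of over 60% in size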
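ADP-Glo luminescence quantified ADP after 45 min at room temperature, with 1.25 nM T. brucei PFK, 0.1 mM ATP and 0.5 mM fructose-6-phosphate in pH 8.0 TEA buffer. qHTS titrations up to 57 µM; curves classified by quality.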
TRPV1 agonist: activates the human vanilloid receptor TRPV1 | Q8NER1 | TRPV1-expressing cells, Fluo-8 calcium influx, agonist mode | activation, % at 8.33 µM | 0.19% of 320,000 active; in the data active = activation above about 80%; inconclusive = between about 30% and that limit; note: 0% is about no effect
Target sequence (Q8NER1 whole entry, looked up): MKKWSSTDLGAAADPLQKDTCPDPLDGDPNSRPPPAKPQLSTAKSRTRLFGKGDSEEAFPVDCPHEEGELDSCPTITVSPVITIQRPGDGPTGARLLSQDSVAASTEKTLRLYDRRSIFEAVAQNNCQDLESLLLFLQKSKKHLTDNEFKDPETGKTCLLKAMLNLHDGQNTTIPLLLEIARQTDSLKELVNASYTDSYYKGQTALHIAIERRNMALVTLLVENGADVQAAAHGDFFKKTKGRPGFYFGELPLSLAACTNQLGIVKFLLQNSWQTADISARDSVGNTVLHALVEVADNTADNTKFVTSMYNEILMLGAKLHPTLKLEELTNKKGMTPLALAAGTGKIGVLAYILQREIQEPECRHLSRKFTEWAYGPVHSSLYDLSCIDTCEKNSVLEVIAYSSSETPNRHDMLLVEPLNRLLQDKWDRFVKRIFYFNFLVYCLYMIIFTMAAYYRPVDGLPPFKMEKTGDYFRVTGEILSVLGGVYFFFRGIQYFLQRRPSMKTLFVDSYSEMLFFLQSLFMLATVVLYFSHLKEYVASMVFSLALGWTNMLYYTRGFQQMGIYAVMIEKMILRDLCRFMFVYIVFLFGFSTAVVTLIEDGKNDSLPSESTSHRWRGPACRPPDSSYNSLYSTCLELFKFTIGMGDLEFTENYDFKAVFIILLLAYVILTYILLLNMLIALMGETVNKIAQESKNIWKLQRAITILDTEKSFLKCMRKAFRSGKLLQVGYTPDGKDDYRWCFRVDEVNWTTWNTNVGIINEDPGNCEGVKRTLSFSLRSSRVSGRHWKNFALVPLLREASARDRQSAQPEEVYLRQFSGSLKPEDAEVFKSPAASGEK
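Cells expressing TRPV1 were dye-loaded with Fluo-8 and read kinetically: 10 s baseline, 3 min after compound (agonist portion), then 2 min after EC20 capsaicin (allosteric enhancer portion). Calcium-bound dye fluorescence at 480/520 nm.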
NPC1 promoter act: activates the NPC1 promoter | Huh7 NPC1 promoter luciferase reporter, 24 h | Potency, µM (series often up to 9.22 µM), for inactives: at the top dose activation, hits mostly activators | 2.4% of 320,000 active | AID 485313;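 note: potency is the fitted concentration of half-maximal effect; % of control where 0% means no effect; nearly all actives have a fitted effect of over 60% in size; reporter is driven by a mutant NPC1 promoter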
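In 1536-well qHTS, Huh7 cells harboring an NPC1 promoter–luciferase construct received compound for 24 h; activation was quantified by luminescence following luciferase reagent addition.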
Rab9 promoter act: activators of Rab9 promoter. Potency, µM (highest dose often 9.22 µM), without a hit: at the top dose activation, negative = inhibition, hits mostly activators. AID 485297. Huh7 Rab9 promoter-luciferase reporter, luminescence, 24 h. 2.8% of 320,000 active; note: potency is the fitted concentration of half-maximal effect; % of control where 0% means no effect; nearly all actives have a fitted effect of over 60% in size
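Promoter activation is measured as luciferase luminescence in Huh7 cells stably transfected with a Rab9 promoter–luciferase construct, following 24 h compound exposure at 37 °C and 10 min reagent incubation at ambient temperature.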
p53 reactivation: re-activators of mutant p53 | H1299 p53-A138V BP100-luciferase reporter, luminescence, 24 h | Potency, µM (titrated, usually from 92.2 µM), inactives show top-dose activity change, positive = activation, usual class: activators | 0.063% of 320,000 active | AID 504706; note: potency is the fitted concentration of half-maximal effect; % of control where 0% means no effect; nearly all actives have a fitted effect of over 45% in size
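p53-null H1299 cells stably carrying temperature-sensitive p53-A138V and a BP100-luciferase reporter were pinned with compounds (4-point, 1:5 series) and held 24 hrs at 37 deg C. Luminescence was read 10 min after detection reagent.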
VP16 counter: Gal4-VP16 reporter inhibition counter-screen | Drosophila S2 Gal4-VP16 UAS-luciferase, luminescence, 20 h | Potency, µM (highest dose often 53.6 µM), for inactives: top-dose activity, negative = inhibition, most hits filed as inhibitors | 3.5% of 310,000 active | AID 2546;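 note: Gal4-VP16 expression switched on by copper sulfate through the metallothionein promoter; potency is the fitted concentration of half-maximal effect; % is set by controls: 0 for no effect and ±100 for the full control effect; nearly all actives have a fitted effect of over 50% in size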
BRCA1 expr up: increases BRCA1 expression; MCF7-BRCA1-FFLuc reporter, luminescence, 48 h; response scale: scaled: vehicle 0%, 10 µM genistein 100%; Potency, µM (series often up to 46.1 µM), without a hit: at the highest dose activation, actives largely listed as activators; 1.1% of 380,000 active; note: potency is the fitted concentration of half-maximal effect; nearly all actives have a fitted effect of over 80% in size; some results filed as inactive show a strong effect at the top dose
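MCF7-BRCA1-FFLuc cells, 2000/well in phenol-red-free MEM, attached 2 h then treated 48 h at 37 C. Luciferase luminescence read 15 min after reagent; normalized to genistein maximum activation (10microM) and DMSO, concentration-response fitted.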
ELG1 DNA repair: ELG1-dependent DNA repair inhibition. HEK293T ELG1-luciferase reporter, luminescence, 16 h; DNA damage induced by 5-fluorouridine. Potency, µM (series often up to 46.1 µM), for inactives: at the top dose activity change, negative = inhibition, hits mostly inhibitors. 2.3% of 330,000 active. AID 504467; note: potency is the fitted concentration of half-maximal effect; % is set by controls: 0 for no effect and ±100 for the full control effect; nearly all actives have a fitted effect of over 55% in size
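In this reporter screen, reduction of luminescence relative to DMSO vehicle indicated activity. Compounds and 5-fluorouridine were added together to 2,000 cells per well, incubated for 16 hr at 37 °C, then developed with ONE-Glo.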
RORg inh: ROR gamma (mouse) transcription inhibition; P51450; Drosophila S2 Gal4-RORgamma UAS-luciferase reporter, 20 h; Potency, µM (top dose mostly 53.6 µM), for the others: at the top dose activity change, negative = inhibition, usual class: inhibitors; 5.4% of 310,000 active; note: potency is the fitted concentration of half-maximal effect; % is set by controls: 0 for no effect and ±100 for the full control effect; nearly all actives have a fitted effect of over 60% in size
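Schneider cells (Drosophila), stable Gal4 DBD–ROR gamma + UAS-luc; 1 hr cmpd preincubation; Cu2+ induction 700 uM final; 20 hr ambient; luminescence.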
The depositor's hits bear a star; ? = inconclusive; · = not tested or not shown; [ ] = remark or other dose. Unless noted, calls come from the whole dose curve; as a rule, active = well fitted curve in the direction sought with a large enough effect; inconclusive = small, poorly fitted or top-dose-only effect, or another doubt; inactive = no such curve, though single readings can be large; an effect the other way counts as inactive or inconclusive.

SMILES	FLuc modulator	ELG1 genotoxic	Tb PFK block	TRPV1 agonist	NPC1 promoter act	Rab9 promoter act	p53 reactivation	VP16 counter	BRCA1 expr up	ELG1 DNA repair	RORg inh
Cc1ccc(S(=O)(=O)NCCOc2nc(N3CCOCC3)nc(N3CCOCC3)n2)cc1	4%	5%	2%	14	-2%	-5%	-2%	-5%	2%	?	9%
COc1ccc(-c2nnc(SCC#N)o2)cc1	-7%	?	0%	-3	0%	1%	10%	9%	73%	?	18%
CSc1nnnn1CCn1nnnc1SC	-1%	0%	-4%	0	-4%	-8%	1%	-2%	-8%	-11%	-7%
CCOc1cc(CNn2cnnc2)cc(Cl)c1OCC(=O)NC(C)(C)C	8%	3%	-6%	4	-1%	2%	·	3%	-22%	-8%	-2%
Cc1nc2nc(-c3cccnc3)[nH]n2c(=O)c1C	?	14%	0%	2	2%	-2%	2%	4%	-3%	?	3%
CCOC(=O)C1CCN(c2cc3c(cc2NC(=O)c2ccccc2OCC)n(C)c(=O)n3C)CC1	-1%	-12%[9.26 µM]	3%	?	-2%	-3%	-10%	-14%	-11%	?	9%
O=C(CCC(=O)Nc1ccc(Br)cc1)N/N=C/c1ccccc1O	?	18%	1%	15	-11%	-9%	26%	?	-87%	?	?
COc1ccc(NS(=O)(=O)c2cn(C)cn2)cc1OC	3%	0%	0%	-1	-4%	-2%	-3%	-19%	-4%	22%	17%
COc1ccc(CCN2CC(C(=O)N(C)CCc3cn[nH]c3)CCC2=O)cc1 (stereo not given)	1%	4%	2%	2	-2%	-4%	7%	-8%	-5%	9%	-4%
O=S(=O)(Nc1ccc(S(=O)(=O)N2CCCCC2)cc1)c1ccc(Br)s1	-2%	-14%	-2%	-4	-1%	-2%	24%	4%	-12%	-24%	6%
O=C(CP(=O)(CO)CO)c1ccc(Cl)cc1	1%	0%	-2%	3	-6%	-8%	25%	7%	2%	-5%	-40%
Cc1ccc(-c2nc(-c3ccccc3)no2)c(Cl)c1	0.085µM*	0.26µM*	1%	·	2.8µM*	4µM*	14%	7.1µM*	-48%	?	10µM*
Cc1ccc(NC(=S)N(Cc2cccs2)Cc2cc3cccc(C)c3[nH]c2=O)cc1	0%	-7%	3%	-1	-3%	-4%	-3%	0%	-6%	?	-10%
CCOC(=O)CC1=C(C(=O)OCC)C(c2ccc(C)o2)C(C#N)=C(N)O1 (stereo not given)	4%	0%	-16%	4	-3%	2%	-1%	·	-34%	8%	2%[0.365 µM]
CCOc1cc(C2C(C#N)=C(N)Oc3n[nH]c(-c4ccncc4)c32)cc([N+](=O)[O-])c1O (stereo not given)	-19%	-3%	?	-3	2%	-4%	1%	-13%	16%	?	9%

Next section, starting with the last 2 of the part before.
SMILES	FLuc modulator	ELG1 genotoxic	Tb PFK block	TRPV1 agonist	NPC1 promoter act	Rab9 promoter act	p53 reactivation	VP16 counter	BRCA1 expr up	ELG1 DNA repair	RORg inh
CCOC(=O)CC1=C(C(=O)OCC)C(c2ccc(C)o2)C(C#N)=C(N)O1 (stereo not given)	4%	0%	-16%	4	-3%	2%	-1%	·	-34%	8%	2%[0.365 µM]
CCOc1cc(C2C(C#N)=C(N)Oc3n[nH]c(-c4ccncc4)c32)cc([N+](=O)[O-])c1O (stereo not given)	-19%	-3%	?	-3	2%	-4%	1%	-13%	16%	?	9%
Cc1c(Cl)c(=O)oc2cc(OCC(=O)NCc3cccs3)ccc12	6%	0%	6%	-3	-1%	-1%	-8%	1%	8%	1%	-6%
Cc1ccc(C)c(OCC(O)CN2C(C)CCCC2C)c1 (stereo not given)	-1%	-8%	0%	1	-1%	-11%	?	-3%	-27%	-1%	?
CC(OC(=O)CCCC(=O)Nc1ccccc1)C(=O)c1ccccc1 (stereo not given)	-2%	1%	0%	20	1%	-1%	1%	-11%	-6%	3%	-10%
COCCNC(=O)CNC(=S)N(Cc1ccccc1)Cc1cccnc1	0%	2%	-2%	0	0%	14%	-3%	-3%	1%	-3%	-10%
CC(C)c1nnc(NC(=O)c2ccc3c(c2)OCO3)s1	1.3µM*	?	2%	?	0.45µM*	0.28µM*	-3%	?	-14%	?	6.3µM*
Cc1c(CCC(=O)NCCCn2ccnc2)c(=O)oc2cc3oc4c(c3cc12)CCCC4	?	-1%	2%	18	14%	-2%	·	16µM*	-14%	3%	1.3µM*
Cc1ccc(C)c(N2CCN(C(=S)Nc3ccc4nc(N5CCOCC5)cc(C)c4c3)CC2)c1	1%	0%	-10%	-1	3%	-1%	7%	?	-18%	-27%	5.6µM*
Cc1ccc(S(=O)(=O)N2CCN(c3ccc([N+](=O)[O-])c(Sc4nncn4C)c3)CC2)cc1	-3%	1%	-4%	1	-9%	-12%	-16%	2%	-40%	-5%	?
CC1OC23CCCCC2C(C#N)(C(=N)O3)C1(C#N)C#N (stereo not given)	0%	0%	0%	3	-4%	14%	8%	2%	2%	-2%	-3%
CCOc1cc(C2NC(=O)NC(c3ccccc3)=C2C(C)=O)ccc1OCC(N)=O (stereo not given)	2%	-2%	-13%	-6	0%	-1%	-4%	-2%	-17%	?	11%
CC(=O)Nc1ccccc1C(=O)N1CCN(Cc2ccc3c(c2)OCO3)CC1	2%	0%	1%	-1	-2%	1%	-4%	4%	12%	10%	3%
CCOC(=O)C1CCCN(c2c(Nc3cc(C)cc(C)c3)c(=O)c2=O)C1 (stereo not given)	0%	-1%	-5%	1	-2%	-2%	-4%	5%	-4%	-12%	-7%
O=C(Nc1ccccc1F)c1cc(C(=O)Nc2ccccc2F)cc([N+](=O)[O-])c1	-1%	-7%	0%	0	0%	10%	·	2%	-17%	-2%	31%
CCOc1ccc(NC(=S)NNC(=S)Nc2cccc(C(F)(F)F)c2)cc1	?	12%	-15%	5	-2%	-1%	5%	-19%	2%	?	?
CCCN(CC(=O)Nc1ccc(F)c(F)c1F)Cc1cc(=O)n2ccsc2n1	1%	3%	1%	4	-8%	-6%	-4%	-4%	-18%	-4%	8%
C=C(C)COc1ccc(-c2ncncc2-c2ccc(OC)cc2)c(O)c1	-17%	-8%	2%	-2	-3%	3%	0%	-13%	40%	16µM*	?
CN(c1cccc(NS(=O)(=O)c2cccs2)c1)S(C)(=O)=O	1%	-6%	-9%	4	-1%	-2%	-17%	?	-5%	2%	2%
O=C1/C(=C\c2ccncc2)SC(=S)N1C1CCCCC1	-5%	0%	-2%	10	-4%	-1%	12%	-4%	-5%	19%	-31%
COc1ccc(/C=N/NC(=O)c2cccc(Br)c2)cc1Cn1cc(Cl)cn1	6%	-6%	1%	2	-12%	-5%	-5%	?	-33%	?	?
N/C(=N\c1nc2ccccc2o1)NC(=O)C(Cc1ccccc1)N1C(=O)c2ccccc2C1=O (stereo not given)	5%	-5%	1%	5	-2%	5%	1%	1%	-18%	?	-30%
O=C(NC(=S)NCC1CCCO1)c1cccs1 (stereo not given)	-15%	3%	-3%	8	1%	10%	19%	?	1%	?	14µM*
CN(C)C1=NC[C@H](Cc2ccccc2)N1CCc1ccc(F)cc1	4%	-4%	-10%	0	-6%	-11%	-6%	·	0%	-5%	·
Cc1ccc(Cn2nnnc2CN2CCC(NC(=O)C(C)(C)C)CC2)cc1	0%	0%	-24%	0	4%	-6%	-2%	?	11%	-10%	4%
Cc1cccc(NC(=O)CSc2nc3ccc(NC(=O)CSc4nnnn4-c4ccccc4)cc3s2)c1C	-4%	-1%	3%	-6	-10%	-5%	-9%	-1%	·	?	6%
N#Cc1c(-c2cccc(Br)c2)cc(-c2cccnc2)nc1N	8%	-1%	0%	?	-4%	-11%	-5%	?	-52%	?	?
Cc1cccc(N2CCN(C(=O)CSc3ccsc3[N+](=O)[O-])CC2C)c1 (stereo not given)	-1%	-4%	0%	4	-10%	-6%	4%	-6%	-2%	?	3%[10 µM]
CS(=O)(=O)Nc1ccc(C(=O)NCCC2=CCCCC2)cc1	?	·	·	?	·	·	·	18%	?	·	-1%
CCNc1[nH]c(=O)n(C)c(=O)c1N=O	-1%	0%	-1%	-1	-2%	-2%	-6%	0%	-6%	9%	-2%
CCOC(=O)c1c(NC(=O)CSc2nnc(-c3cccnc3)o2)sc(C)c1C	-8%	5%	-1%	0	-2%	-2%	-4%	26%	-27%	14%	?
COc1ccccc1Nc1ncc(-c2cccs2)s1	2.7µM*	?	-6%	2	?	2.8µM*	?	1%	45%	?	-16%
O=C(CN(C(=O)c1csnn1)c1ccccc1F)NCc1ccc2c(c1)OCO2	3%	13%	6%	-1	2%	0%	4%	0%	-19%	17%	-1%
Cc1cc(-c2ccc(N3C(=O)CCC3=O)c(C)c2)ccc1N1C(=O)CCC1=O	?	4%	1%	-2	-4%	0%	0%	-3%	0%	4%	?
CCOc1ccc(CCNC(=O)CSc2nnnn2C)cc1OCC	2%	-1%	5%	-1	2%	-8%	-1%	5%	1%	3%	26%

Source: PubChem (National Center for Advancing Translational Sciences (NCATS))
